K1F lysis inhibition – protection from phage-mediated lysis, alamar blue read-out – E. coli UTI89, K1F phage, bacterial capsule biogenesis inhibitors (AID 488966) | E. coli UTI89 K1F phage lysis, alamar blue, 2 h; higher % means a stronger effect | inhibition, % at 100 µM, or IC50 in µM where a hit was titrated | 340,000 compounds, 0.02% hits;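 active means phage lysis inhibition, versus mean bacterial control, above a set limit; inconclusive means no clear call, values can overlap the other calls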;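 further: capsule biogenesis inhibitors block K1F phage lysis so surviving cells raise fluorescence; higher fluorescence means more inhibition of phage lysis; actives were called in the ten point dose series up to 300 µM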
SV40 large T antigen – TAg ATPase/helicase activity blockers – biochemical (AID 1903) | SV40 large T antigen ATPase/helicase inhibition assay; higher % means a stronger effect | 310,000 compounds, 0.39% hits | one-dose inhibition, % at 20 µM; IC50 in µM for titrated hits; in the data active means a potency from the dose series; inconclusive means inhibition mostly from about 32% at the one dose, without a potency; inactive means the rest, 99 in 100 with inhibition below about 32%; further: strong numbers were not always called active
West Nile virus CPE – West Nile virus antiviral activity, cell-based, CPE readout (AID 1621) | West Nile virus-infected cells, CPE inhibition; higher % means a stronger effect | one-dose CPE inhibition, % at 10 µM; IC50 in µM for titrated hits | 290,000 compounds, 0.02% hits; in the data active means a potency from the dose series; inconclusive means CPE inhibition mostly from about 3.7% at the one dose, without a potency; inactive means the rest, 99 in 100 with CPE inhibition below about 2.2%; further: strong numbers were not always called active
MgcRacGAP inhibition – MgcRacGAP GTPase-activating activity inhibitors, confirmation, biochemical, ADP Hunter fluorescence. MgcRacGAP-stimulated Rac1 GTP hydrolysis, ADP Hunter fluorescence; higher % means a stronger effect; GST-tagged Rac1 F28L mutant substrate. 340,000 compounds, 0.6% hits. AID 624330. inhibition, % at 30 µM; hits with a dose series show IC50 in µM;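 active means first-screen hits whose inhibition reached a set limit at any dose in the follow-up dose series; inconclusive means inhibition above the set first-screen limit but never retested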;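 further: fluorescence reports GDP produced by GAP-driven GTP hydrolysis; strong numbers were not always called active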
Siah-1 displacement – Siah-1 peptide-binding antagonists, primary screen, biochemical, fluorescence polarization, rhodamine-plectin, uHTS (AID 1817); Siah-1 / rhodamine-plectin peptide fluorescence polarization; higher % means a stronger effect; displacement, % at 20 µM, or IC50 in µM where a hit was titrated; 290,000 compounds, 0.02% hits;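 active means displacement of at least 50% at 20 µM, with a fluorescence ratio check between 0.3 and a set limit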;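 further: plate controls were Siah plus tracer with DMSO for no effect and tracer alone without Siah for full effect; strong numbers were not always called active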
AID2073 – disruptors of CaV2.2 binding to Mint1 – biochemical, HTRF (AID 2073); HTRF protein-protein interaction, Mint1-CaV2.2; higher % means a stronger effect; 290,000 compounds, 0.19% hits; inhibition, % at 20 µM; hits with a dose series show IC50 in µM; in the data active means inhibition mostly above about 51%, no sharp cut-off; inconclusive means no clear call, values can overlap the other calls; inactive means mostly below about 53%; further: some results filed as inactive read as strong as hits
Dengue-2 NS5 capping – Dengue-2 NS5 methyltransferase inhibitors, primary screen, biochemical, confirmation dose response (AID 588689) | Dengue-2 NS5 methyltransferase capping enzyme assay, biochemical; higher % means a stronger effect | inhibition, % at 25 µM; hits with a dose series show IC50 in µM | 340,000 compounds, 0.3% hits; in the data active means a potency from the dose series; inconclusive means inhibition above about 29% without an active follow-up result
RSV antiviral HEp-2 – inhibition of RSV-induced cytopathic effect – HEp-2 cells, primary 10 µM value included (AID 2391) | HEp-2 cells, RSV-induced CPE inhibition; higher % means a stronger effect | 310,000 compounds, 0.13% hits | CPE inhibition, % at 10 µM; hits with a dose series show IC50 in µM; in the data active means a potency from the dose series; inconclusive means CPE inhibition mostly from about 23% at the one dose, without a potency; inactive means the rest, 99 in 100 with CPE inhibition below about 21%; further: strong numbers were not always called active
NTR1 ag – agonists of NTR1, primary screen, imaging, U2OS cells, beta-arrestin-GFP, high content (AID 493036); P30989; NTR1-U2OS beta-arrestin-GFP spot imaging, agonist mode; activation, % at 20 µM; 330,000 compounds, 0.17% hits;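 active means activation at or above 40% of the spot to cytoplasm intensity ratio, with at least 20 cells analyzed; inconclusive means wells under 20 cells, flagged as cytotoxic or low count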;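 further: 0% = DMSO without peptide and 100% = 100 nM NTR1 peptide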
Target sequence (P30989 whole entry, looked up): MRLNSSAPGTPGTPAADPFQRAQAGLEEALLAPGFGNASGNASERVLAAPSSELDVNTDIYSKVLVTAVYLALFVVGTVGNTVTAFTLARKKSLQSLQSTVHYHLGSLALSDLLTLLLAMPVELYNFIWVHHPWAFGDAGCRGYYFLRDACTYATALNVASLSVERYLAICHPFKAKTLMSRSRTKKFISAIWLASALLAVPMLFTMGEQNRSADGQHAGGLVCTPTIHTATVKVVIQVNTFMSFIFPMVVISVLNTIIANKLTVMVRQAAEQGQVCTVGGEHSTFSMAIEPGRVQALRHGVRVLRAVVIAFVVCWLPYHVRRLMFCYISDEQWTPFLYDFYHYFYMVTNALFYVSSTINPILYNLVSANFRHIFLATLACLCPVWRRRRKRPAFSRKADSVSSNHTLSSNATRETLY
NTR1 ag cell count 20 µM – also measured in NTR1 ag; calls as there; cell count; measured here: cell count, cytotoxicity flag
Dengue-2 NS5 capping pilot replicate – also measured in Dengue-2 NS5 capping; calls as there; inhibition, %; measured here: pilot screen replicate inhibition
The depositor's hits bear a star; u = inconclusive; x = no result given; [ ] = remark or other dose.

SMILES | K1F lysis inhibition | SV40 large T antigen | West Nile virus CPE | MgcRacGAP inhibition | Siah-1 displacement | AID2073 | Dengue-2 NS5 capping | RSV antiviral HEp-2 | NTR1 ag | NTR1 ag cell count 20 µM | others
CNC(=O)NC(=O)COC(=O)CCCSc1nc2ccccc2s1 | 1.6% | 7.9% | 0.0% | 5.5% | 2.0% | -2.1% | -1.5% | 0.6% | -0.4 | 31
COc1ccc(C2CC(c3cccs3)=NN2c2ccc(F)cc2)cc1OC (stereo unspecified) | -0.5% | 6.2% | -0.9% | 12.2% | 2.1% | 37.4% | -3.1% | 6.9% | 0.7 | 43
O=C(NCCN1CCN(C(=O)c2cccs2)CC1)c1cccs1 | 0.2% | 2.4% | 0.3% | 4.4% | 2.9% | 0.4% | 1.8% | 1.8% | -0.6 | 78
O=c1c2ccccc2ccc2ccc(P(=O)(O)O)cc12 | 0.7% | x | x | 7.7% | x | x | 11.6% | 0.6% | -0.4 | 53
CN(CC(=O)NCc1ccccc1Cl)S(=O)(=O)c1cccs1 | 0.4% | -1.5% | -1.1% | 1.2% | -3.3% | 37.3% | -2.5% | 0.6% | -0.6 | 47
COc1ccc(CNc2ccc(C(=O)O)cc2)cc1 | -0.2% | 1.4% | 0.0% | 5.0% | 0.1% | -1.8% | -0.7% | 1.6% | 0.8 | 81
COc1ccc(N2CC(NS(=O)(=O)c3cccnc3)CC2=O)cc1OC (stereo unspecified) | -0.1%[50 µM] | 12.6% | x | -0.2% | x | x | 0.7% | -2.5% | 0.4 | 72
O=C(c1ccc(OC2CCN(C(=O)C3CC3)CC2)cc1)N(CCO)Cc1ccccc1 | 0.2% | 13.4% | -0.2% | 10.0% | 9.8% | 5.0% | 2.3% | 0.8% | 1.8 | 64
O=C(CSc1nnc(-c2ccc(Br)cc2)n1CCc1ccccc1)NC1CCS(=O)(=O)C1 (stereo unspecified) | 0.3% | 7.3% | -1.7% | 12.1% | 2.4% | -2.3% | -1.8% | 1.4% | 1.9 | 103
Cn1c(N)c(C(=O)COC(=O)CNC(=O)c2ccc(Cl)cc2Cl)c(=O)n(C)c1=O | 1.6% | x | x | 0.8% | x | x | 12.7% | x | -1.1 | 51
COc1ccc2c(c1)-c1c(sn(-c3ccccc3)c1=S)C(C)(C)N2 | 1.5% | 5.2% | -0.3% | 18.2% | 10.5% | 4.8% | 0.7% | u | 16.4 | 50
COC(=O)c1oc2ccc(Br)cc2c1NC(=O)CCCN1C(=O)c2ccccc2C1=O | 0.7% | 6.3% | 0.3% | -1.8% | -5.2% | 29.7% | 1.4% | 1.7% | 10.0 | 106
Cc1cccc2cc(CN(CCN3CCOCC3)C(=O)Nc3ccccc3F)c(=O)[nH]c12 | 0.9%[50 µM] | 10.8% | -0.1% | 6.5% | -0.3% | -3.9% | -1.3% | 0.3% | 2.8 | 44
CC1(C)C2CCC1(C)C(OC(=O)CC(=O)O)C2 (stereo unspecified) | x | 10.6% | 0.2% | x | -0.2% | 1.0% | x | -1.2% | 0.9 | 46
COc1cc(C2=NOC(C(=O)N3CCCCCC3)C2)cc(OC)c1OC (stereo unspecified) | 2.6% | 16.7% | 0.6% | 2.6% | 3.9% | 2.7% | 1.6% | 0.5% | 0.4 | 54
c1ccc(COc2nsnc2N2CCOCC2)cc1 | 0.3% | 1.3% | 0.2% | 19.6% | 4.7% | 44.6% | 2.8% | 2.6% | -2.9 | 86
Cc1ccc(N/C=C2/Sc3ccccc3NC2=O)cc1 | -0.4% | 7.3% | 0.1% | -3.4% | -0.3% | 11.1% | u | 0.6% | 1.6 | 87
O=C(O)c1ccc(CSc2nnc(-c3cccnc3)n2-c2ccc(Br)cc2)cc1 | 0.6% | 16.7% | 0.8% | 6.6% | 2.2% | 0.1% | -11.7% | 2.3% | 0.4 | 41
CCOC(=O)CCc1c(C(=O)OCC)[nH]c(CC)c1C(=O)OCc1ccccc1 | 0.0% | 12.3% | 0.8% | 10.1% | 14.0% | -4.9% | 3.1% | 19.3% | 30.0 | 43
CCCCC(=O)NC(c1ccc(C(C)C)cc1)c1ccc2cccnc2c1O (stereo unspecified) | 0.1% | 6.4% | u | 9.1% | -0.8% | 8.0% | -6.6% | 5.5% | 4.6 | 50 | Dengue-2 NS5 capping pilot replicate=-2.1
Cc1oncc1-c1csc(-c2ccccc2)n1 | 0.0% | -4.6% | -0.4% | 11.5% | 8.2% | -0.9% | -9.0% | 48.8% | 1.5 | 84
COC(=O)c1ccc(C(=O)OC)c(=O)[nH]1 | 0.2% | 3.1% | 0.1% | 3.1% | -0.6% | 5.8% | -1.9% | 2.0% | -1.1 | 42
CCn1c(=O)c(=O)[nH]c2cc(C(=O)N(C)Cc3ccc(OC)c(F)c3)ccc21 | 0.0% | 19.3% | -0.2% | -1.6% | 4.6% | 6.5% | -1.6% | 2.2% | -1.6 | 55
CC1(C)Nc2ccccc2N(CC(=O)N2CCCCC2)C1=O | -0.2% | 6.1% | 0.5% | -4.7% | 2.2% | -0.6% | -1.4% | 1.1% | 1.2 | 68
CC(OC(=O)/C=C/c1ccccc1)C(=O)NC1CCCCC1C (stereo unspecified) | 0.4%[50 µM] | x | x | -4.2% | x | x | -2.3% | 1.3% | 2.5 | 58
N#Cc1nc(-c2ccccc2F)oc1NCCc1ccccc1 | -2.5% | 1.0% | -0.6% | 4.9% | -0.3% | 15.0% | -1.8% | 13.9% | 4.7 | 84
CC(C)CC1NC(=O)N(CC(=O)N2CCCc3ccccc32)C1=O (stereo unspecified) | 0.1% | 24.1% | -0.5% | 7.5% | -6.6% | 32.8% | x | 2.4% | 2.5 | 80
Cc1nn(C)cc1CNC(=O)C1(C)CC1(Cl)Cl (stereo unspecified) | 1.9%[50 µM] | 5.7% | 0.1% | 6.5% | -6.7% | 13.8% | 0.0% | 0.7% | 1.5 | 58
C=Cc1ccc(C(=O)N2CCCC(Nc3ccc4c(c3)OCCO4)C2)cc1 (stereo unspecified) | 2.2%[50 µM] | x | -0.5% | u | 6.8% | -31.0% | 2.6% | x | 0.9 | 53
COC(=O)C1Cc2c([nH]c3ccccc23)CN1 (stereo unspecified) | 0.6% | 26.1% | 1.3% | 8.8% | -0.1% | 0.3% | -8.1% | 4.5% | -2.8 | 90
CC(=O)O/C(=C\c1cn(C(C)=O)c2ccccc12)C(=O)O | -0.1% | x | 0.1% | -8.1% | 9.2% | 15.1% | -3.2% | -0.2% | 1.6 | 55
COc1cccc(C(=O)NC(=S)Nc2ccccc2N2CCOCC2)c1 | 0.8%[50 µM] | 24.1% | 0.1% | 6.7% | -0.7% | 3.3% | -9.8% | 10.3% | 8.0 | 55
Cc1ccc(S(=O)(=O)/N=C2\SC(CC(=O)Nc3ccc(F)cc3)C(=O)N2c2ccccc2)cc1 (stereo unspecified) | 3.0% | 19.4% | 0.2% | 5.9% | -1.5% | -5.1% | 0.7% | 1.9% | -0.9 | 63
Cc1ccc(C(=O)OCC(=O)N2CCC(c3ccccc3)=N2)cc1 | 1.6% | x | x | 1.9% | x | x | -7.2% | x | 7.9 | 57
COc1ccc2c(c1)C(NC(=O)C(F)(F)F)CC2=O (stereo unspecified) | 1.3% | 1.2% | 0.5% | 9.2% | -0.4% | 8.3% | -7.1% | 0.2% | -0.6 | 59
COc1ccccc1C(=O)OCC(=O)NC(=O)NCc1ccccc1 | 0.1% | 5.3% | 0.3% | -6.8% | 9.0% | 1.6% | -4.5% | 1.1% | -2.4 | 76
COc1ccc(-c2cn3cc([N+](=O)[O-])ccc3n2)cc1OC | -0.4% | 9.8% | -0.7% | 11.4% | -2.4% | -1.5% | -3.8% | -1.0% | 1.7 | 41
CCCN1CCN(S(=O)(=O)c2ccc3c(c2)CCC(=O)N3)CC1 | 0.8%[50 µM] | x | x | 9.6% | x | x | -3.3% | 1.0% | 0.5 | 57
O=[N+]([O-])c1ccccc1N/N=C1\CCc2ccccc21 | 1.8% | -0.2% | 0.1% | 1.6% | -3.4% | 3.6% | 5.3% | 1.5% | -0.2 | 55
Cc1csc(NC(=O)CCC(=O)N(CC(=O)NC2CCCC2)Cc2ccccc2)n1 | 0.5% | 8.1% | -0.5% | 6.5% | 1.9% | 1.9% | -9.9% | 0.7% | -0.6 | 52

Pulled one by one from above:
SMILES | K1F lysis inhibition | SV40 large T antigen | West Nile virus CPE | MgcRacGAP inhibition | Siah-1 displacement | AID2073 | Dengue-2 NS5 capping | RSV antiviral HEp-2 | NTR1 ag | NTR1 ag cell count 20 µM | others
CNC(=O)NC(=O)COC(=O)CCCSc1nc2ccccc2s1 | 1.6% | 7.9% | 0.0% | 5.5% | 2.0% | -2.1% | -1.5% | 0.6% | -0.4 | 31
COc1cccc(C(=O)NC(=S)Nc2ccccc2N2CCOCC2)c1 | 0.8%[50 µM] | 24.1% | 0.1% | 6.7% | -0.7% | 3.3% | -9.8% | 10.3% | 8.0 | 55

Additional entries.
SMILES | K1F lysis inhibition | SV40 large T antigen | West Nile virus CPE | MgcRacGAP inhibition | Siah-1 displacement | AID2073 | Dengue-2 NS5 capping | RSV antiviral HEp-2 | NTR1 ag | NTR1 ag cell count 20 µM | others
Cc1ccc(C)c(OCC(=O)Nc2c[nH]c(=O)[nH]c2=O)c1 | 2.2% | 16.9% | x | -0.6% | 26.1% | -1.7% | -8.1% | -1.6% | -0.9 | 33
O=C(O)CCC(=O)NCc1c(Cl)cccc1Sc1ccc(Cl)cc1 | x | 1.5% | 0.2% | x | -4.4% | -13.0% | x | 1.9% | 1.6 | 64
CC(C)C(=O)Nc1nnc(COc2ccc(Cl)cc2)s1 | 3.0% | 13.9% | -0.9% | 7.5% | 1.4% | 2.1% | 0.8% | 1.6% | -0.4 | 63
CN(c1ccccc1)S(=O)(=O)c1ccc(Cl)c(C(=O)Nc2ccc(-c3nc4ccccc4[nH]3)cc2)c1 | 1.8%[50 µM] | 8.2% | 1.4% | 5.9% | -5.4% | 48.6% | 1.3% | -0.7% | -0.3 | 81
O=C(NCC1CCCO1)C1CCC(CNS(=O)(=O)c2ccccc2)CC1 (stereo unspecified) | 1.8% | -1.7% | 0.4% | 12.1% | 0.1% | 0.7% | -0.6% | 1.2% | -0.7 | 32
O=C(N/N=C/c1cn(-c2cccs2)nc1-c1ccccc1)c1ccccc1O | 0.7% | 1.8% | -1.8% | 10.0% | -18.1% | 15.3% | -2.6% | 10.3% | 14.2 | 56
CCOC(=O)c1ccc(NC(=O)CN2CCN(CCN=CC3=C(O)CC(C)(C)CC3=O)CC2)cc1 | 1.6% | 10.8% | -1.5% | -1.3% | -0.4% | -4.7% | -4.8% | x | x | x
CCN(CC)CCNC(=O)CCN1N=C(c2ccccc2)CCC1=O | 0.1% | 5.8% | -0.5% | x | -1.5% | 11.1% | -3.9% | 0.9% | -0.9 | 89
